From PubChem
KCC2 mod: modulators of human KCC2 chloride dependent transport; AID 1456; B-score of Tl+ flux slope (higher = more flux/activation; lower = inhibition) at 10 µM; Q9H2X9; 190,000 tested, 2.2% active; KCC2 cells, thallium flux FluoZin-2 fluorescence;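 active means thallium flux slope and its plate-corrected score both differing from the plate sample mean at a set confidence after two filtering rounds, in either direction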;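 further: slope of fluorescence scaled to starting intensity during 10 to 20 s after thallium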
14-3-3 Bad inh: disrupts binding of bovine 14-3-3 zeta to phospho-Bad peptide; P63103; TR-FRET 14-3-3zeta/Dy647-pBad peptide displacement, 1 h; inhibition, % at 21.7 µM; 220,000 tested, 0.71% active; AID 781;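 active means inhibition above about 70%, limit read from the data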;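 further: 0% = full 14-3-3 plus peptide FRET controls and 100% = background without 14-3-3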
eIF4E 4G PPI: inhibitors of eIF4E and eIF4G interaction in translation initiation; P63073+Q04637; 220,000 tested, 0.37% active; inhibition, % at 21.7 µM; TR-FRET eIF4E-eIF4GI(517-606) binding, 2 h;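 further: 0% = full FRET control wells and 100% = background wells lacking eIF4GI fragment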
Rad51 HR inh: blocks human Rad51 in homologous recombination. hRad51 DNA strand exchange, fluorescence dequenching. inhibition, % at 10 µM. Q06609. 200,000 tested, 0.085% active;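 active means inhibition above 40% at the single screening dose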;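 further: 0% = DMSO control wells and 100% = blanks with heterologous ssDNA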
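material = hRad51 filaments on single-stranded DNA | timing = filaments 15 min 37 °C, then compound 30 min | signal = FRET fluorescence dequenching, excitation 485 nm, emission 520 nm | benchmarks = control wells and blank wells on each plate | evaluation = percent inhibition relative to plate controls and blanks | compound = 10 µM final, single point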
NCF1 inh: blocks human p47phox regulatory protein of NADPH oxidases; P14598; p47phox/p22phox peptide binding, fluorescence polarization, 2 h; inhibition, % at 24.7 µM; 220,000 tested, 0.53% active; AID 1274;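 further: 0% = p47phox with labelled peptide and 100% = labelled peptide alone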
EBV gp42 inh: inhibitors of Epstein-Barr virus glycoprotein 42; Q1HVG2; Fluorescence polarization binding assay, mP read-out; inhibition, % (tested at 21.74 µM); 220,000 tested, 0.42% active; AID 1085; in the data active means inhibition above about 50%
thrombin 1536: thrombin (human) inhibition. alpha-thrombin, Boc-VPR-AMC fluorogenic substrate cleavage. 220,000 tested, 0.26% active. P00734. inhibition, % at 5 µM. AID 1046;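 active means inhibition at or above 40%; inactive means inhibition below 40%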;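 further: 0% = enzyme with no compound and 100% = wells without enzyme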
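System: human alpha-thrombin protein; Compound dosing: one concentration per compound, 5 µM, with 0.2% DMSO; Timing: reaction at room temperature; Technique: AMC fluorescence, 355/460 nm; Controls: enzyme without compound as high, wells lacking enzyme as low.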
Furin inh: inhibitors of human furin; P09958; purified furin, fluorogenic substrate cleavage; AID 463115; 220,000 tested, 0.061% active; inhibition, % at 30 µM; in the data active means inhibition above about 25%; further: inactives centre near -15
Target sequence (P09958 108-714 limits assumed): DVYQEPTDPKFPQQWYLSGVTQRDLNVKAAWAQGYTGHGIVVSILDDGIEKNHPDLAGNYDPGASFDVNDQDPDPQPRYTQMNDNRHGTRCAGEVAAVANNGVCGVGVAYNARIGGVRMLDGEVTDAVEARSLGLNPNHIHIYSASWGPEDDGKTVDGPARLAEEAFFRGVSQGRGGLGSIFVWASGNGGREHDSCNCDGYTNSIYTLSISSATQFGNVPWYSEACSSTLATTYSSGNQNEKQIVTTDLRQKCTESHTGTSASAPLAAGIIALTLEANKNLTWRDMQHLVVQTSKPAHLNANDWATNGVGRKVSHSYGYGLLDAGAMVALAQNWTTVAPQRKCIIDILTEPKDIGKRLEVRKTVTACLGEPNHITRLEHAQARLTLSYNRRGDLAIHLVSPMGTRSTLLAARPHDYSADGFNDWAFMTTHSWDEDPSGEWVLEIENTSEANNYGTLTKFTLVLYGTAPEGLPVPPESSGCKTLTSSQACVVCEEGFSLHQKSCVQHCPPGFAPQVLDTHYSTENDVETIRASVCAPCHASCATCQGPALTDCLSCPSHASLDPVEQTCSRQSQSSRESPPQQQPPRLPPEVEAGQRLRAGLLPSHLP
KLK5 inh: blocks human kallikrein 5 protease activity; 210,000 tested, 0.59% active; recombinant hK5, fluorogenic AMC substrate cleavage; inhibition, % at 5 µM; Q9Y337; AID 873;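 active means inhibition of 40% or more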;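 further: 0% = enzyme controls without compound and 100% = no-enzyme blanks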
The depositor's hits bear a star; . = not tested or not shown; [ ] = remark or other dose.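 How the source made its calls, unless noted: active means inhibition above about 30% (limit read from the data); inactive means the rest.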

entry | KCC2 mod | 14-3-3 Bad inh | eIF4E 4G PPI | canonical_smiles | Rad51 HR inh | NCF1 inh | EBV gp42 inh | thrombin 1536 | Furin inh | KLK5 inh
1 | 0.35 | -2 | 6 | CCOc1nc(-c2ccc(OC)cc2)ccc1-c1noc(C)n1 | . | -22 | -14 | 3 | -24[20 µM] | 5
2 | 1.2 | 4 | 3 | Cc1c(Nc2ncnc3c2cnn3-c2ccccc2)c(=O)n(-c2ccccc2)n1C | 9 | -6 | -21 | -20 | -3[20 µM] | 3
3 | 0.079 | 2 | 1 | CC(C)C(=O)N(Nc1nc2ccccc2s1)C(=O)C(C)C | 2 | -6 | -9 | -7 | -10 | -2
4 | -0.86 | 11 | -2 | Cc1onc(-c2ccc(Cl)cc2)c1-c1ccnc(SCC(=O)Nc2ccc(C(C)C)cc2)n1 | -16 | -10 | -8 | 2 | -4 | 9
5 | 0.52 | -1 | -6 | COC(=O)c1ccc(C2=NOC(C)(c3sc(-c4ccccc4)nc3C)C2)cc1 (stereo unspecified) | -13 | -9 | -6 | -4 | -25 | -2
6 | -0.27 | -3 | 1 | CC(=O)NC(Cc1cc(C)ccc1C)C(=O)N1CCN(C(=O)c2ccccc2Br)CC1 (stereo unspecified) | 5 | -5 | 8 | -12 | -19 | -3
7 | 0.65 | -6 | 4 | O=C(O)C1C2C=CC(O2)C1C(=O)Nc1ccc2c(c1)OCCO2 (stereo unspecified) | 2 | -16 | -4 | 0 | -15 | -6
8 | -0.3 | -10 | 0 | Cc1ccc(S(=O)(=O)CCC(=O)Nc2nc3c(s2)CCCC3)cc1 | 4 | -8 | -19 | 3 | -10[20 µM] | -3
9 | -0.31 | -4 | 2 | CCN(CC)CC(C)(C)COC(=O)c1oc2ccccc2c1C | . | -4 | -8 | -9 | -19 | 2
10 | . | 6 | 3 | COc1cccc(C(=O)N(Cc2ccccc2)Cc2cc3cc4c(cc3[nH]c2=O)OCCO4)c1 | -9 | -2 | -14 | -2 | -12[20 µM] | -10
11 | 14* | -15 | 2 | O=C(Nc1nnc(-c2cccnc2)o1)c1cccc(Cl)c1 | . | . | 1 | 0 | -39 | -11
12 | 0.26 | -2 | 2 | Cc1nc2sc3c(c2c(=O)o1)CC(C)(C)OC3 | 3 | -12 | -16 | 3 | -16[20 µM] | 5
13 | -0.028 | 6 | -2 | CCOC(=O)N1CCN(C(=O)c2cccn3c(=O)c4sccc4nc23)CC1 | -1 | -3 | 0 | -7 | -15[20 µM] | -3
14 | . | -6 | 4 | CC1Cc2ccccc2N1C(=O)CSc1nc2ccccc2o1 (stereo unspecified) | -3 | -13 | -16 | 4 | -15 | -11
15 | -0.058 | 8 | -2 | O=C(c1ccc(=O)[nH]c1)N(Cc1cccs1)C1(C(=O)NC2CCCC2)CCCCC1 | 19 | 2 | -11 | 3 | -7 | -1

Numbers 1 to 2 from above:
entry | KCC2 mod | 14-3-3 Bad inh | eIF4E 4G PPI | canonical_smiles | Rad51 HR inh | NCF1 inh | EBV gp42 inh | thrombin 1536 | Furin inh | KLK5 inh
1 | 0.35 | -2 | 6 | CCOc1nc(-c2ccc(OC)cc2)ccc1-c1noc(C)n1 | . | -22 | -14 | 3 | -24[20 µM] | 5
2 | 1.2 | 4 | 3 | Cc1c(Nc2ncnc3c2cnn3-c2ccccc2)c(=O)n(-c2ccccc2)n1C | 9 | -6 | -21 | -20 | -3[20 µM] | 3

Some of the entries so far, in transposed form:
9	CCN(CC)CC(C)(C)COC(=O)c1oc2ccccc2c1C
10	COc1cccc(C(=O)N(Cc2ccccc2)Cc2cc3cc4c(cc3[nH]c2=O)OCCO4)c1
11	O=C(Nc1nnc(-c2cccnc2)o1)c1cccc(Cl)c1
screen / no. | 9 | 10 | 11
KCC2 mod | -0.31 | . | 14*
14-3-3 Bad inh | -4 | 6 | -15
eIF4E 4G PPI | 2 | 3 | 2
Rad51 HR inh | . | -9 | .
NCF1 inh | -4 | -2 | .
EBV gp42 inh | -8 | -14 | 1
thrombin 1536 | -9 | -2 | 0
Furin inh | -19 | -12[20 µM] | -39
KLK5 inh | 2 | -10 | -11

(cont.)
entry | KCC2 mod | 14-3-3 Bad inh | eIF4E 4G PPI | canonical_smiles | Rad51 HR inh | NCF1 inh | EBV gp42 inh | thrombin 1536 | Furin inh | KLK5 inh
16 | -0.45 | 1 | 1 | C=CCNC(=S)NNC(=O)c1ccc(C)c(Cl)c1 | 6 | -10 | 1 | 3 | -27 | 2
17 | -0.069 | -1 | 5 | Cc1cc(C)c2nc(-c3ccccn3)cc(C(=O)n3cccn3)c2c1 | -6 | -14 | 8 | 15 | -5 | 25
18 | 0.27 | 3 | -7 | CC(C)S(=O)(=O)c1ccc(C(=O)Nc2ccc(F)cc2F)cn1 | 20 | -7 | -3 | 4 | -24 | -14
19 | 0.0019 | 14 | 8 | CC1(C)Oc2cc(N)c([N+](=O)[O-])cc2O1 | 20 | -16 | -16 | 6 | -17[20 µM] | -12
20 | . | -4 | 1[fluorescence artefact?] | O=C(C1CCCN(S(=O)(=O)c2cnc[nH]2)C1)N1CCN(Cc2ccccc2)CC1 (stereo unspecified) | 2 | -15 | -19 | -5 | -41 | -4
21 | 1.3 | 0[fluorescence artefact?] | -9[fluorescence artefact?] | Nc1nc2ccc(C(=O)NC3CCCCC3)cc2s1 | 2 | -4 | -8 | 1 | -23 | -11
22 | 1.6 | -13 | 2 | O=C(N/N=C1/CCSC1)c1cc(Br)ccc1O | -18 | -6 | 1 | -12 | -8 | -5
23 | -0.74 | -12 | 4 | Fc1ccccc1C1c2[nH]c3ccccc3c2CCN1Cc1cccn1-c1ncccn1 (stereo unspecified) | -2 | -14 | 14 | -2 | -21 | .
24 | -2.6 | 2 | 0 | O=S(=O)(Nc1n[nH]c(C(F)(F)F)n1)c1ccccc1 | -20 | 1 | -11 | -4 | -15 | -2
25 | -1.3 | 3 | -1 | Cc1cc(NC(=O)c2ccccc2Cl)c(C(C)C)cc1O | 4 | -9 | -20 | -7 | -19 | -17
26 | 0.37 | 4 | -3 | O=C(CNC(=O)c1ccncc1)N/N=C/c1ccccc1[N+](=O)[O-] | 11 | 7 | -1 | 1 | -13 | 4
27 | -0.12 | 21 | -1[fluorescence artefact?] | COc1ccc(S(=O)(=O)N2CCOCC2)cc1NC(=O)CN1CCC(Cc2ccccc2)CC1 | -4 | -14 | -19 | 27 | -3 | 4
28 | . | -12[fluorescence artefact?] | -2[fluorescence artefact?] | COC(=O)c1ccc(C(=O)OC)c(NC(=O)CSc2ccccn2)c1 | 6 | -7 | -7 | -12 | -22[20 µM] | -23
29 | . | 0 | -17 | Cc1ccccc1CCN(C(=O)Cn1nnc2ccccc21)C(C(=O)NC(C)(C)C)c1ccsc1 (stereo unspecified) | 2 | -8 | -10 | 8 | -14[20 µM] | -27

Two entries from above, set out differently.
no.	KCC2 mod	14-3-3 Bad inh	eIF4E 4G PPI	Rad51 HR inh	NCF1 inh	EBV gp42 inh	thrombin 1536	Furin inh	KLK5 inh	SMILES
20	.	-4	1[fluorescence artefact?]	2	-15	-19	-5	-41	-4	O=C(C1CCCN(S(=O)(=O)c2cnc[nH]2)C1)N1CCN(Cc2ccccc2)CC1 (stereo unspecified)
21	1.3	0[fluorescence artefact?]	-9[fluorescence artefact?]	2	-4	-8	1	-23	-11	Nc1nc2ccc(C(=O)NC3CCCCC3)cc2s1

Ordered by the number under EBV gp42 inh (rising): 3 of the compounds above.
no. | structure | EBV gp42 inh
24 | O=S(=O)(Nc1n[nH]c(C(F)(F)F)n1)c1ccccc1 | -11
16 | C=CCNC(=S)NNC(=O)c1ccc(C)c(Cl)c1 | 1
17 | Cc1cc(C)c2nc(-c3ccccn3)cc(C(=O)n3cccn3)c2c1 | 8

No enrichment for hits; any-hit rate near 4.7%.
